# Source: PubChem BioAssay (National Center for Advancing Translational Sciences (NCATS))
# ERG Ets-DNA blk: ERG Ets/DNA interaction inhibition | P11308 | fluorescence polarization, His-ERG Ets domain / labelled DNA | Potency, µM (highest dose often 76.9 µM), for inactives: at the highest dose FP activity, negative = inhibition, usual class: inhibitors | 370,000 compounds, 0.028% hits; active = well fitted inhibition curve with a large enough effect in the polarisation, with a control signal flat; inconclusive = small, poorly fitted or top-dose-only effect, or effect the other way, or a change in a side signal; inactive = no such curve, though single readings can be large or run the other way; the % refers to the polarisation;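 also: polarization taken with two DNA probes labelled with fluorescein and Texas red; % of control where 0% means no effect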
#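 His-tagged ERG Ets domain (1 uM in the protein solution; 300mM KCl, 50mM Tris-HCl, 1mM EDTA, 1mM DTT, pH 7.5) received compound, then a probe mix of 5 nM fluorescein-DNA and 100nM Texas-615-DNA. Fluorescence polarization was read for both dyes.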
# JMJD2A Tudor inh: inhibitors of human JMJD2A Tudor domain | O75164 | AlphaScreen JMJD2A-Tudor / H3K4me3 peptide binding | Potency, µM (titrated, usually from 114 µM), inactives show at the top dose activity change, negative = inhibition, actives largely listed as inhibitors | 390,000 compounds, 4.4% hits; also: % is scaled to controls: 0 for no effect and ±100 for the full control effect; nearly all actives have a fitted effect of over 50% in size
# HP1b chromo inh: blocks HP1-beta chromodomain binding to methylated histone tails; P83916; AlphaScreen HP1-beta / biotin-H3K9me3 peptide binding; Potency, µM (titrated, usually from 114 µM), inactives show at the top dose activity change, negative = inhibition, hits mostly inhibitors; 390,000 compounds, 0.56% hits; AID 540317; also: nearly all actives have a fitted effect of over 70% in size; inactives centre near 23
# Target sequence (P83916 whole entry, looked up): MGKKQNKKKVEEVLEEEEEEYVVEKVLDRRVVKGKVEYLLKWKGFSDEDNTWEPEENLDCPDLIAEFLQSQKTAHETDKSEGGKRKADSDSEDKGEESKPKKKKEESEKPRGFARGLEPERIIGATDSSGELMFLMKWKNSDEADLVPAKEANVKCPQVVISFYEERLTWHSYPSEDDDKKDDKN
#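 Compound inhibition of the preformed complex between 50 nM HP1-beta and 50 nM biotinylated H3K9me3 peptide was read by AlphaScreen. Buffer was PBS pH 7.4 with 0.01% Tween-20. Incubations ran 30 min at room temperature, with 10 ug/mL donor/acceptor beads.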
# 12-LOX inh: blocks human arachidonate 12S-lipoxygenase | P18054 | purified 12hLO, xylenol orange hydroperoxide absorbance | Potency, µM (doses to about 108 µM), for inactives: at the highest dose activity change, negative = inhibition, hits mostly inhibitors | 580,000 compounds, 1.1% hits; also: % is scaled to controls: 0 for no effect and ±100 for the full control effect
#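 Purified human 12hLO (150 nM final) in 25 mM Hepes, 0.01% Triton X-100, pH 7.0 was preincubated 15 min at room temperature with compound. Then 40 uM arachidonic acid was added, 30 min. Hydroperoxide was read by Fe-XO absorbance ratio 573/405 nm.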
# TrxR1 inh: rat TrxR1 inhibition; recombinant rTrxR1, NADPH fluorescence consumption, selenite substrate; Potency, µM (titrated, usually from 114 µM), without a hit: at the highest dose activity change, negative = inhibition, usual class: inhibitors; 390,000 compounds, 1% hits; also: % is scaled to controls: 0 for no effect and ±100 for the full control effect; nearly all actives have a fitted effect of over 65% in size
# Target sequence (O89049 whole entry, looked up): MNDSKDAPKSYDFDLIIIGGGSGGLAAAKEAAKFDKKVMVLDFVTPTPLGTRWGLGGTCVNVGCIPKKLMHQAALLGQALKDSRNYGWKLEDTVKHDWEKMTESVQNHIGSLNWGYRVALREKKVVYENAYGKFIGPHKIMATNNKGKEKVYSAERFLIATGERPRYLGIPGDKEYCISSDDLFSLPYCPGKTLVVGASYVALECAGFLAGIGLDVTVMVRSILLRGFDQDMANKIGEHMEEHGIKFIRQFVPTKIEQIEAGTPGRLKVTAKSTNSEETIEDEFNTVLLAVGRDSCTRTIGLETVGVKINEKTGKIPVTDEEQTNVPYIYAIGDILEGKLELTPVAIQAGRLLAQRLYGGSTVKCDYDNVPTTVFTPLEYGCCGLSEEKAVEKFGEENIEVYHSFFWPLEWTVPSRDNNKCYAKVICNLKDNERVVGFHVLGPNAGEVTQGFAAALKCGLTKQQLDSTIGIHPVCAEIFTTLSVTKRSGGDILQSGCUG
#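 Rat TrxR1 (90 nM in the dispensed reagent) was pre-reduced with 400 uM NADPH for 5 min at room temperature, then incubated with compound for 15 min. After 400 uM selenite was added, NADPH fluorescence (Ex 340/Em 450 nm) was followed for 8 min.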
# Pin1 inhibitor: human Pin1 inhibition. Potency, µM (highest dose often 115 µM), without a hit: top-dose activity, negative = inhibition, most hits filed as inhibitors. Pin1 FP peptide displacement, HiFluor488, 10 min. 390,000 compounds, 0.009% hits. Q13526; active = well fitted inhibition curve with a large enough effect in the polarisation, with a control signal flat, not every such curve was filed as active; inconclusive = small, poorly fitted or top-dose-only effect, or effect the other way, or a change in a side signal; inactive = no such curve, though single readings can be large or run the other way; the % refers to the polarisation; also: % is scaled to controls: 0 for no effect and ±100 for the full control effect
# RGS4 inh: blocks human RGS4-accelerated GTP hydrolysis. AID 504845. P49798. Transcreener GDP fluorescence polarization, RGS4-accelerated GTP hydrolysis. Potency, µM (highest dose often 114 µM), inactives show at the top dose activity change, negative = inhibition, actives largely listed as inhibitors. 390,000 compounds, 0.039% hits; also: % is scaled to controls: 0 for no effect and ±100 for the full control effect; nearly all actives have a fitted effect of over 75% in size; some results filed as inactive show a strong effect at the top dose
# Target sequence (P49798 whole entry, looked up): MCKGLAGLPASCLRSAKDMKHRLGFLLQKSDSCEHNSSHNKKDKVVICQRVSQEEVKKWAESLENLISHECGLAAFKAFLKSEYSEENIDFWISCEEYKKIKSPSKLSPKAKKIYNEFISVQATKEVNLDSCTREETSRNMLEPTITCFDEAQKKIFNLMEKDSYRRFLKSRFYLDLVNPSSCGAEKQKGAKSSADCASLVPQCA
#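 MLSMR compounds (23 nl, pin-transferred) preincubated 10 min at room temperature with a 500nM (2x) first reagent, then RGS4 at 900nM (2x) plus Transcreener GDP mix added; fluorescence polarization (620/688 nm) read before and after 90 min at 30 °C.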
# GLS inhibitor: blocks human kidney-isoform glutaminase activity. AID 624170. O94925. 410,000 compounds, 0.21% hits. Potency, µM (highest dose often 45.5 µM), for inactives: at the top dose activity change, negative = inhibition, most hits filed as inhibitors. GLS enzymatic activity, qHTS titration; also: % is scaled to controls: 0 for no effect and ±100 for the full control effect
#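 Glutamate formation by hKGA was monitored fluorometrically using coupled glutamate oxidase, HRP and Amplex Red. Substrate was added as 1 mM L-glutamine solution; incubation was 30 min at RT after an initial read.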
# PGK inhibitor: inhibitors of T. brucei phosphoglycerate kinase | PGK/GAPDH coupled, Kinase-Glo luminescence, 60 min | Potency, µM (highest dose often 57.5 µM), for the others: at the highest dose activity change, negative = inhibition, most hits filed as inhibitors | 380,000 compounds, 0.043% hits | AID 602233; also: % is scaled to controls: 0 for no effect and ±100 for the full control effect; nearly all actives have a fitted effect of over 60% in size
#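 Recombinant glycosomal PGK reaction used 1,3-bisphosphoglycerate generated in-well by GAPDH (100nM final) in 100mM TEA pH 7.6, 5mM MgCl2, 0.01% Tween-20. After 60 minutes at room temperature, ATP was read by Kinase-Glo Plus luminescence end-point.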
# * = called active by the depositor; i = inactive; ? = inconclusive; nt = no result given; [ ] = remark or other dose. Unless noted, calls follow the shape of the dose curve; as a rule, active = well fitted curve in the direction sought with a large enough effect; inconclusive = small, poorly fitted or top-dose-only effect, or another doubt; inactive = no such curve, though single readings can be large; an effect the other way counts as inactive or inconclusive. Potency is read from the fitted curve at half-maximal effect.
SMILES,ERG Ets-DNA blk,JMJD2A Tudor inh,HP1b chromo inh,12-LOX inh,TrxR1 inh,Pin1 inhibitor,RGS4 inh,GLS inhibitor,PGK inhibitor
Cc1ccc(C)c(NC(=O)CN(C)C(=O)c2ccccc2OCc2c(C)noc2C)c1,-4%,-14%,7%,-7%,-27%,-5%,16%,-3%,-3%
O=C(NCc1ccccc1)c1ccc(NS(=O)(=O)c2cccs2)cc1,-6%,-14%,29%,1%,0%,-4%,5%,-1%,-10%
COc1ccc(OCc2nnc(SCC(N)=O)n2-c2ccccc2OC)cc1,-2%,-3%,26%,-7%,12%,-8%,15%,-3%,3%
O=C(O)c1cccc(-c2nc3ccccc3[nH]2)c1,-3%,-16%,15%,-3%,57%[activator],-8%,20%,6%,-11%
O=C(Nc1ccc(N2CCN(C(=O)c3ccco3)CC2)cc1)c1ccc2c(c1)OCO2,-8%,-13%,11%,-12%,17%,2%,4%,15%,2%
Cc1ccc(-c2nc(C3CCN(S(=O)(=O)c4ccc(C(C)(C)C)cc4)CC3)no2)cc1,0%,-13%,35%,6%,16%,-9%,20%,1%,i
O=S(=O)(c1ccccc1)N1CCN=C1SCc1ccccc1Cl,-1%,70%[activator],112%[activator],7%,31%,3%,3%,-14%,-4%
O=[N+]([O-])c1cc(S(=O)(=O)Nc2cccc(Cl)c2)ccc1N=Nc1c(O)[nH]c2ccccc12,1%,?,7%,-25%,21%,-8%,-3%,?,?
CCc1ccc(N2CC(C(=O)Nc3ccc(S(=O)(=O)NCC4CCCO4)cc3)CC2=O)cc1 (stereo unspecified),0%,4%,48%[activator],-15%,23%,3%,-2%,-2%,-1%
CN(C)c1nccc(NCc2ccccc2)c1C#N,8%,-7%,11%,-2%,1%[57.1 µM],-4%,11%,-8%,i
CSCCC(NC(=O)c1ccccc1)C(=O)N1CCN(C(C)=O)CC1 (stereo unspecified),-3%[15.4 µM],-1%,26%,6%,-7%,0%,-8%,17%,-2%
CN(C)C(CNS(=O)(=O)c1ccc(Br)cc1)c1cccnc1 (stereo unspecified),-7%,-23%,17%,-1%,-7%,1%,24%,-11%,1%
O=C(c1cc(C(=O)NCCc2ccccc2)c(=O)n(CCc2ccccc2)c1)c1cc(Cl)ccc1O,nt,-23%,-10%,-6%,-21%,?,-10%,15%,6%
O=C(COC(=O)c1cc(S(=O)(=O)N2CCCCC2)ccc1Cl)NC1CCS(=O)(=O)C1 (stereo unspecified),11%,-4%,40%[activator],-1%,0%,-1%,-20%,-1%,4%
O=C(O)Cn1cc(/C=c2/sc3nc4ccccc4n3c2=O)c2ccccc21,9%,56µM*,?,?,2%[57.1 µM],51%[activator],?,11%,-4%
Cc1ccc(C)c(OCC(O)CN2CCCCC2C)c1 (stereo unspecified),-3%,6%,27%,23%,-4%,-18%,-9%,-6%,i
COc1ccc(C(=O)N/N=C/c2cc(Br)ccc2O)cc1OC,13%,-19%,?,?,7%,?,?,2%,-2%
COC(=O)Nc1nn(Cc2ccccc2F)cc1Br,3%,-6%,21%,-6%,13%,3%,4%,-1%,-8%
CCOC(=O)N1CCN(C(=O)CN(c2cccc(Cl)c2C)S(=O)(=O)c2ccc(C)cc2)CC1,10%,-18%,19%,-21%,-10%,-2%,18%,1%,6%
CCc1c(C)sc(NC(=O)c2cccs2)c1C(N)=O,nt,89µM*,?,20µM*,-22%,12%,?,-10%,-2%
O=C(Cn1cnc2c(NCc3ccccc3)ncnc21)NCc1ccccn1,1%,-19%,26%,-2%,24%,-3%,1%,4%,-9%
COc1ccc(CC(=O)c2ccc(OC3OC(CO)C(O)C(O)C3O)cc2O)cc1 (stereo unspecified),-8%,2%,30%,-1%,8%,1%,-14%,-7%,-2%
O=C(Nc1cnccn1)Nc1cccc(Cl)c1Cl,-8%,1%,25%,-3%,15%[57.1 µM],3%,-13%,48%[activator],-4%
Cc1nn(C)c(Cl)c1CN1CCC(Oc2ccc(C(=O)N3CCCC3)cc2)CC1,13%,9%,42%[activator],6%,20%,3%,-9%,2%,4%
CCn1c(CNC(=O)c2ccc(Cl)cc2)nnc1SCC(=O)NC1=NCCS1,6%,0%,15%,-61%,23%[57.1 µM],-1%,3%,-2%,-8%
N#Cc1ccc(-c2cccs2)nc1SCC(=O)Nc1cccc(C(F)(F)F)c1,15%,-7%,55%[activator],-8%,1%,?,-23%,-8%,-4%
Cc1c(NC(=O)CSc2nnc(-c3ccncc3)o2)c(=O)n(-c2ccccc2)n1C,11%,-1%,20%,3%,15%,0%,-27%,3%,1%
O=C(O)c1ccc(CSc2nnc(-c3ccccc3Cl)n2-c2ccccc2)cc1,-2%,-5%,43%[activator],?,27%[57.1 µM],-12%,-5%,-3%,i
Cc1cc(-c2ccc(C)c(S(=O)(=O)N3CCN(c4ccccn4)CC3)c2)on1,-5%,6%,34%,-7%,11%,-11%,27%,-8%,-5%
Cc1cc(-c2ccc(C)c(S(=O)(=O)Nc3cccc(C#N)c3)c2)on1,4%,-11%,18%,?,22%[57.1 µM],-2%,-18%,2%,-10%
CCN(CC)CCn1c(=S)[nH]c2ncccc2c1=O,-1%,?,-2%,-36%,-9%,-1%,5%,nt,7%
CCc1nnc(NC(=O)CSc2nccn2Cc2ccc(F)cc2)s1,5%,-29%,43%[activator][57 µM],-7%,20%[57.1 µM],-5%,-22%,-6%,-3%
NCCCCCc1nnc(SC/C=C/c2ccccc2)o1,-10%,-17%,35%[activator],-24%,10%,0%,0%,-5%,-5%
Cc1ccc(C(=O)Nc2cc(Cl)ccc2Oc2ccccc2)cc1[N+](=O)[O-],-2%,-28%,10%,-2%,-1%,7%,-14%,0%,2%
CC(C)(C)CC(=O)O/N=C(\N)c1ccccn1,7%,-10%,21%,-11%,-8%,25%,-10%,1%,-16%
CC1CC(=O)Nc2ccccc2N1C(=O)CSc1ccc2ccccc2n1 (stereo unspecified),3%,-12%,4%,187%[activator],8%,5%,-5%,-14%,-7%
Cc1cc(OCCn2cc(C(=O)c3cccs3)c3ccccc32)ccc1Cl,6%,-13%,80%[activator],8%,16%,5%,-5%,-5%,i
COc1ccccc1CCN1CCCC(CN(C)C(=O)c2ccc3nc[nH]c3c2)C1 (stereo unspecified),-4%,-6%,24%,14%,?,-9%,-12%,4%,-2%
O=C(Nc1cccc(-c2nn[nH]n2)c1)c1ccc(Cl)s1,2%,-7%,42%[activator],-25%,20%,-1%,1%,7%,-7%
Cc1ccc(N/C(N)=N/c2nc(C)cc(N3CCCCC3)n2)c(C)c1,11%,-6%[11.4 µM],6%,-4%,-10%[57.1 µM],4%,-11%,-3%,8%
C#CCOCCOCCOCCNc1nc(N2CCN(C(=O)[C@H]([C@@H](C)CC)n3cc(CCC(=O)O)nn3)CC2)nc(N2CCN(C(=O)[C@H](C)n3cc(CCCN=C(N)N)nn3)CC2)n1,-13%,-6%,41%[activator],-19%,11%,1%,1%,-8%,i
CCCC(O)(CCN1CCOCC1)c1ccc(Br)cc1 (stereo unspecified),0%,16%,27%,?,35µM*,-2%,-3%,nt,-2%
Cc1ccc2nc(N=C(N)N)nc(C)c2c1,0%,-13%,24%,-3%,9%[57.1 µM],?,18%,?,-5%
COCCN(C(=O)CN1CCCc2ccccc21)c1c(N)n(Cc2ccccc2)c(=O)[nH]c1=O,5%,-9%,27%,283%[activator],-8%,?,22%,19%,-3%
Cc1ccnc(NC(=O)CCC(=O)N(CC(=O)NCC2CCCO2)Cc2ccc(F)cc2)c1 (stereo unspecified),-12%,-13%,42%,3%,6%[57.1 µM],-1%,6%,0%,-6%
Cc1cc(C(=O)Nc2ccc([N+](=O)[O-])cn2)cs1,-1%,-30%,5%,12%,17%,3%,-5%,1%,-7%
CC(=O)c1cc(CN2CCC(N3CCC(C(=O)NC(C)C)CC3)CC2)cs1,9%,-2%,44%[activator],-8%,3%,3%,-9%,-3%,-7%
CC(C)c1nnc(NC(=O)C2CCCN(C(=O)Nc3ccc(F)cc3)C2)s1 (stereo unspecified),1%,-7%,24%,1%,14%,1%,-6%,-4%,3%
FC(F)(F)c1ccc(/C=N/n2c(C3CCCCC3)n[nH]c2=S)cc1,-6%,?,7%,?,-5%,3%,-41%,1%,-8%
Cc1c(Cl)cccc1NC(=O)c1cccc(NC(=O)CCC(=O)O)c1,-8%,2%,43%,0%,12%,0%,14%,6%,4%
Cn1[nH]cc(C=NC(N)=O)c1=O,nt,-12%,5%,-11%,-5%,-7%,-3%,9%,-4%
Cc1noc(C)c1S(=O)(=O)Nc1ccc2c(c1)C(=O)N([C@H](C)CO)C[C@H](C)[C@@H](CN(C)C(=O)Nc1ccc3c(c1)OCO3)O2,-13%,-15%,35%,-7%,-3%,3%,-7%,14%,8%
CCCC(=O)N1CCN(c2nc(CC(C)C)c3c(c2C#N)CCC3)CC1,6%,11%,62%[activator],0%,-1%[11.4 µM],3%,-20%,0%,-7%

# These rows are one share of the data. The share of hits here may be higher or lower than overall.
